Compound activity deposited in PubChem by several laboratories.
RPL19A-GFP yeast = alters RPL19A-GFP fluorescence in TOR pathway yeast screen | 330,000 tested, 0.3% active | percent response vs DMSO, % at 10 µM | S. cerevisiae RPL19A-GFP strain, flow cytometry, 3 h; active compounds read low;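 active = percent response vs DMSO below 50%; inconclusive = fewer than 70 events counted for the yeast strain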;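 also: median channel GFP fluorescence of the barcoded RPL19A-GFP strain; ratio of sample median GFP to plate DMSO average so 100% = DMSO; lower means less RPL19A-GFP as with rapamycin TOR inhibition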
MEP2 TOR yeast = modulators of TOR pathway MEP2-GFP in S. cerevisiae | GFP response vs DMSO, % at 10 µM | 330,000 tested, 0.51% active | S. cerevisiae MEP2-GFP strain, flow cytometry GFP, 3 h; 100% = DMSO control level | AID 2016;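 active = GFP response versus DMSO above a set limit, roughly screen mean plus 3 SD, cut at about 180% in these data; inconclusive = fewer than 70 cells counted for a yeast strain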;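 also: median GFP fluorescence of the barcode-gated MEP2-GFP cells per well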
CIT2 TOR yeast = modulators of TOR pathway CIT2-GFP in S. cerevisiae; S. cerevisiae CIT2-GFP strain, flow cytometry, 3 h; 100 means same as DMSO wells; GFP response vs DMSO, % at 10 µM; 320,000 tested, 0.065% active; AID 2029;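 active = GFP response relative to DMSO above a set limit, near the screen mean plus 3 SD, cut at about 150% in these data; inconclusive = Fewer than 70 cells measured for a yeast strain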;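 also: ratio of well median GFP fluorescence to mean of DMSO wells on the plate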
AGP1-GFP MLPCN = modulators of TOR pathway AGP1-GFP in S. cerevisiae | S. cerevisiae AGP1-GFP multiplex flow cytometry, 3 h; GFP as percent of DMSO wells | GFP response vs DMSO, % at 10 µM | 320,000 tested, 0.02% active;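 active = GFP response relative to DMSO above a set limit, near screen average plus 3 SD, cut at about 150% in these data; inconclusive = fewer than 70 cells counted for the yeast strain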;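 also: median GFP channel fluorescence of the gated AGP1 strain per well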
LAP4 TOR yeast = yeast TOR pathway LAP4-GFP modulation; S. cerevisiae LAP4-GFP multiplex, flow cytometry GFP, 3 h; median GFP as percent of DMSO wells; GFP response vs DMSO, % at 10 µM; 320,000 tested, 0.34% active; AID 2023;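 active = GFP response vs DMSO above a set limit, about the screen mean plus 3 SD, cut at about 150% in these data; inconclusive = under 70 cell events counted for the yeast strain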
AHR activator = activators of human aryl hydrocarbon receptor; P35869; AHR-responsive luciferase reporter cells, luminescence; activation, % at 5 µM; 320,000 tested, 2.5% active; AID 2796; in the data active = activation above about 47%;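 also: 0% = vehicle wells and 100% = reference agonist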
Target sequence (P35869 whole entry, looked up): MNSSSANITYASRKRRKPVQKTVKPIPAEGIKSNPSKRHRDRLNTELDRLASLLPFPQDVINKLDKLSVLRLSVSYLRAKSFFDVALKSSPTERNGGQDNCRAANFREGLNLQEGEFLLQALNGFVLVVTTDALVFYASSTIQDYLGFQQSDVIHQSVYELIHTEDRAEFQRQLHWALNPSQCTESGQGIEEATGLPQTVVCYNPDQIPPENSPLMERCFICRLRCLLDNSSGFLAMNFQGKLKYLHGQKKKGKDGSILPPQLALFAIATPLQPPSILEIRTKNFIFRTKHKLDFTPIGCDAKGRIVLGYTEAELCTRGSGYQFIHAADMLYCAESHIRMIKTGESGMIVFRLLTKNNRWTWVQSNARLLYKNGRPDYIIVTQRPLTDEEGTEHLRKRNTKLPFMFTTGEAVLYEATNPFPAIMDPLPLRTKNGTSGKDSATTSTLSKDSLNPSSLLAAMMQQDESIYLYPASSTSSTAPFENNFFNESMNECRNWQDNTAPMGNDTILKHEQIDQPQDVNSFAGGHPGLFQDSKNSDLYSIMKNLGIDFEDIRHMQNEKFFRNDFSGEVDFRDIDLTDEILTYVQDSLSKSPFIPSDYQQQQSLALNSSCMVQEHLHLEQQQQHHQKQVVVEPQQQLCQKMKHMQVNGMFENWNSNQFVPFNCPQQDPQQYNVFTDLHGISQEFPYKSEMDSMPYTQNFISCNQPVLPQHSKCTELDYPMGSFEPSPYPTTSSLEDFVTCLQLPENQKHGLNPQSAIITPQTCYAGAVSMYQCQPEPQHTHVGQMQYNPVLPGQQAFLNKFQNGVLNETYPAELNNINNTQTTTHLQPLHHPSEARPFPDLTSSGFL
Yeast superoxide = lowers age-related superoxide in aged yeast cells. 330,000 tested, 0.18% active. superoxide response (% of plate mean), % at 10 µM. S. cerevisiae aged cells, superoxide DHE fluorescence; active compounds read low. AID 2690;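 active = superoxide response under a set limit, about three screen SD below normal, cut at about 65% in these data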;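 also: yeast aged for seven days with compound at 30 °C before DHE staining; 100% = average MFI of all compound-treated wells on the plate with controls excluded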
Efflux pump mplx = blocks antifungal efflux pumps in multiplex yeast assay; S. cerevisiae Candida pump triplex, Nile Red efflux; inhibition, % at 10 µM; 330,000 tested, 0.44% active; AID 485275;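 active = plate passing quality check with inhibition over a set limit, or well fluorescence over plate mean plus 4 SD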;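 also: Nile Red retained in pooled yeast measured as flow cytometry median fluorescence; 0% = buffer negative control and 100% = Enniatin B positive control; higher means more Nile Red kept so more efflux inhibition; some compounds called inactive have numbers as strong as hits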
* = called active by the depositor; ? = inconclusive; · = no result given; & = joins results of further samples; ! = a repeat was not active; [ ] = dose if it differs, or a comment.

SMILES	RPL19A-GFP yeast	MEP2 TOR yeast	CIT2 TOR yeast	AGP1-GFP MLPCN	LAP4 TOR yeast	AHR activator	Yeast superoxide	Efflux pump mplx
NC(=O)c1ncc(C(F)(F)F)cc1Oc1cccc(C(F)(F)F)c1	100	96	93	104	99	7	103	0.0
COc1cc(/C=C/C(=O)O)cc(OC)c1OC	102	102	95	106	106	-1	99	0.0
Cc1ccc(C(=O)NC2CCN(C(=O)Nc3ccccc3)CC2)cc1	98	94	93	91	86	0	96	-0.2
O=C(CSc1nnnn1-c1ccc(F)cc1)NNC(=O)c1ccco1	100	99	101	104	100	-1	113	0.1
CCOc1ccc(C(=O)CCC(=O)N2CCC(C(=O)OC)CC2)cc1	100	106	102	98	98	1	87	0.2
CCOC(=O)N1CCN(Cc2nc3cc(NC(=O)CC)ccc3n2C)CC1	99	103	103	97	98	-2	92	-0.1
CSCC[C@H](NC(=O)OC(C)(C)C)C(=O)N1CCC(C(=O)N[C@@H](C)C(=O)O)CC1	96	105	111	106	103	1	94	-0.1
COc1nc(NCc2cccnc2)nc(NC2CCCCC2)n1	103	104	104	101	94	16	81	-0.1
Cn1c(SCC(=O)N2CC(=O)Nc3ccccc32)nc2ccccc2c1=O	93	92	90	93	93	2	100	0.1
N#Cc1ccc(N=c2ssnc2Cl)cc1	94&93	92&97	102&85	87&82	158*!	5&11	110&107	-0.1&0.2
COc1ccc(N(C(=O)Cc2cccs2)C(C(=O)NC2CCCCC2)c2cccn2C)cc1 (configuration not stated)	104	97	102	100	99	0	93	0.0
COc1ccc(NC(=O)Nc2cccc3c2O[C@H](CN(C)C(=O)Nc2c(C)noc2C)[C@@H](C)CN([C@H](C)CO)C3=O)cc1	97	100	94	101	112	-2	113	-0.3
Cc1ccc(CS/C(Nc2ccccc2C)=C(\C#N)C(=O)NCc2ccco2)c(C)c1	102	109	104	105	100	0	101	0.0
CCOc1ccccc1NC(=O)N1CCCc2ccccc21	113	103	83	78	90	·	100	0.2
COc1ccccc1N1CC=C(c2cccc([N+](=O)[O-])c2)NC1=O	92	92	93	103	99	5	79	-0.1
O=C(Nc1ccc(Cl)c(S(=O)(=O)N2CCOCC2)c1)c1ccc2c(c1)OCO2	97	101	101	101	93	31	97	0.0
COc1ccc(OC)c2[nH]c(=O)c(CCNC(=O)CC(C)C)cc12	72	148	108	30	92	-1	101	0.0
CCc1ccccc1NC(=O)N[C@@H](C)C(=O)O	94	123	101	108	114	0	113	-0.2
CCOc1ccc(S(=O)(=O)NCC2CCCO2)cc1NC(=O)c1ccccc1F (configuration not stated)	101	109	101	104	97	3	91	0.2
Cc1ccc(NC(=O)CN2C(=O)NC(Cc3c[nH]c4ccccc34)C2=O)cc1 (configuration not stated)	113	119	105	114	119	18	105	0.0
COc1ccc(N2C(=O)CC(C#N)=C2N)cc1	87	99	·	87	93	3	100	0.3
S=C(NCc1ccccc1)N1CCN(c2ccccc2)CC1	110	104	112	107	101	0	112	-0.2
Cc1cc(C)nc(NS(=O)(=O)c2ccc(N3Cc4ccccc4C3=O)cc2)n1	99	94	101	98	97	-4	104	-0.1
CS(=O)c1ccccc1-c1nc(-c2cc(C(F)(F)F)cc(C(F)(F)F)c2)no1 (configuration not stated)	·	100	102	104	91	4	113	-0.4
COc1cccc2sc(NNC(=O)C3=COCCO3)nc12	93	100	83	81	94	13	112	0.0
CS(=O)(=O)Nc1ccccc1C(=O)Nc1ccc2c(c1)OCCO2	99	98	96	104	88	9	99	0.1
CCn1c(-c2nn(-c3ccc(C)cc3)ccc2=O)n[nH]c1=S	78	82	84	79	73	2	101	0.0
COc1ccc(/C(N)=N/OC(=O)CC2CCCCC2)cc1OC	100	105	·	98	105	2	102	-0.1
CCCCCCC(=O)Nc1nnc(CC)s1	98	102	95	100	102	8	121	0.0
CC1CCCN(S(=O)(=O)c2cc(C(=O)NCc3ccco3)ccc2Cl)C1 (configuration not stated)	92	91	84	95	89	-1	108	0.2
COc1cccc(Sc2nc(-c3ccccc3)ncc2S(C)(=O)=O)c1	95	96	105	104	109	23	99	0.0
O=C(c1ccoc1)N1CCC2(CC1)Oc1ccc(F)cc1C(=O)C21CC(c2cccnc2)=NO1 (configuration not stated)	101	100	107	91	131	-1	96	-0.2
O=C(CSc1ccc(-c2cccnc2)nn1)Nc1ccc(F)c(F)c1	102	105	99	107	115	38	108	0.1
COc1ccc(C2=NN(c3nc(C)cc(C)n3)C(=O)C2)cc1	93	93	92	95	113	0	92	-0.1
CCc1ccc(-c2cc(C)no2)cc1S(=O)(=O)NCc1ccco1	95	109	101	95	95	5	85	-0.1
COc1ccc(S(=O)(=O)N(C(=O)C(C)C)c2ccc3oc(=O)sc3c2)cc1	105	106	100	102	108	1	98	-0.2
COc1ccc(C(=O)OCC(=O)c2ccccc2)cc1S(=O)(=O)N1CCOCC1	53[may fluoresce violet]	395*[may fluoresce violet]	?	?	76[may fluoresce violet]	5	101	-0.1
COc1ccc(CCNC(=O)CCN2C(=O)c3ccccc3C2=O)cc1OC	100	103	104	102	92	-2	96	-0.1
O=S(=O)(Nc1cccc2cccnc12)c1ccc(S(=O)(=O)N2CCCC2)cc1	95	97	109	99	95	2	100	0.1
O=S(=O)(c1ccc(Cl)nc1)N1CCN(c2ncccn2)CC1	96	97	102	100	102	5	94	-0.1
COc1n[nH]c(C(=O)Nc2cc(F)ccc2C)c1[N+](=O)[O-]	99	91	89	92	84	0	76	0.6
CN(C(=O)CNC(=O)c1ccc(Br)o1)C1CCCCC1	100	105	101	100	102	3	113	0.1
O=C(NCc1ccco1)c1ccccc1Nc1ccc(F)cc1	99	104	96	101	110	1	79	-0.3
CCOC(=O)c1sc(C)c2c(=O)n(CC(=O)c3ccc(Br)cc3)nnc12	97	96	97	100	95	3	102	0.1
Nc1nonc1-n1nnc(C(=O)N/N=C/c2ccc(Br)cc2)c1CN1CCOCC1	103	104	104	101	95	4	124	1.0
O=C(N/C(=C/c1ccco1)C(=O)N1CCc2ccccc21)c1ccco1	105	101	94	111	112	12	100	0.2
O=C(CN1CCC(C(=O)c2ccc(Cl)cc2)CC1)NC1CCCC1	88	91	83	88	88	0	100	-0.1
COc1ccc(-c2cc(C(F)(F)F)n3nc(C(=O)Nc4c(C)n(C)n(-c5ccccc5)c4=O)c(Cl)c3n2)cc1	102	103	92	102	102	-1	117	0.2
Cc1cccc(Nc2nc(N)c([N+](=O)[O-])c(N3CCOCC3)n2)c1	97	100	95	95	92	14	114	-0.2
O=[N+]([O-])c1ccc(NCCCO)c(S(=O)(=O)N2CCOCC2)c1	106	99	100	100	93	1	97	-0.1
CC1CCCN(C(=O)Cn2c(=O)oc3ccccc32)C1 (configuration not stated)	91	99	·	91	83	2	102	-0.1
CC(=O)c1c(CC(=O)O)[nH]n(-c2nc3ccccc3s2)c1=O	104	104	100	104	99	8	90	0.0
COC(=O)[C@]1(Cc2ccccc2)N[C@H](CN(C)C(=O)Nc2ccc(Cl)cc2)[C@@H]2C(=O)N(C)C(=O)[C@@H]21	96	97	89	92	101	2	97	0.4
CCOc1ccc(Cl)cc1/C=N/O	100	102	91	90	109	6	105	0.1
CCCSc1nnc(CSc2ncccn2)n1C	94	95	94	99	100	-1	100	-0.1
Cn1ncc2c(=O)[nH]cnc21	96	99	99	102	100	0	102	-0.3
Cc1ccc(C)c(C(=O)CN2C(=O)c3ccccc3S2(=O)=O)c1	100	102	94	94	89	2	104	0.2
O=C(CSc1nncs1)NC(=O)NC1CCCC1	102	124	101	107	122	3	90	-0.1
Cc1cc(C(C)(C)C)cc(S(=O)(=O)NCCO)c1C	95	99	105	94	97	0	75	0.0
Cc1ccc(C(C)C)c(OCC(=O)NNC(=O)Cc2ccc(S(=O)(=O)N3CCOCC3)s2)c1	101	100	113	98	91	3	85	-0.1
Next section:
SMILES	RPL19A-GFP yeast	MEP2 TOR yeast	CIT2 TOR yeast	AGP1-GFP MLPCN	LAP4 TOR yeast	AHR activator	Yeast superoxide	Efflux pump mplx
O=C(N/N=C/c1ccc(-c2ccccc2[N+](=O)[O-])o1)[C@H]1C[C@@H]1c1ccccc1	97	104	97	90	90	69*	91	-0.4
COc1ccc(NC(=O)C2CCCN(c3ncccn3)C2)cc1 (configuration not stated)	99	104	101	99	103	3	100	0.0
CC(=O)OC1c2ccccc2C(=O)N1Cc1ccccc1 (configuration not stated)	94	98	111	99	99	-1	89	-0.1
CS(=O)(=O)c1ccc(Cl)c(NC(=O)COC(=O)/C=C/c2cnc3ccccc3n2)c1	100	105	100	101	108	5	92	0.0
Cc1ccc(S(=O)(=O)N2CCOCC2)cc1NC(=O)CSc1nnc(N)s1	99	100	97	108	104	0	88	-0.1
O=C(C[C@@H]1C/C=C/CC[C@@H](Cc2ccc(F)cc2)C(=O)O[C@@H](c2ccccc2)CNC1=O)NCCO	95	94	85	92	98	0	88	0.0
COc1ccc(NC(=O)N(C)C[C@H]2Oc3c(NC(=O)c4nc5ccccc5s4)cccc3C(=O)N([C@@H](C)CO)C[C@H]2C)cc1	97	97	91	96	102	3	84	0.0
COc1ccc(N=C2NN=C(c3c(C)[nH]c4ccccc34)CS2)cc1	105	108	103	104	99	42	90	-0.1
O=C(C1CCN(S(=O)(=O)c2cccc3nsnc23)CC1)N1CCN(c2ccccc2F)CC1	97	97	101	102	104	-2	99	-0.1
CC1CCCC(NC(=O)CSc2ncccn2)C1C (configuration not stated)	105	106	102	105	107	0	123	0.3
CSc1nc(-c2ccccc2F)c(C#N)c(=O)n1C	109	112	108	79	90	1	128	-0.1
Cc1cccc(-c2nnc(-c3ccc(N)cc3)o2)c1	100	99	96	86	104	-3	102	0.0
Cc1noc(C)c1NC(=O)Nc1cccc2c1O[C@H](CN(C)C(=O)NC1CCCCC1)[C@@H](C)CN([C@H](C)CO)C2=O	97	101	99	96	122	-1	102	0.1
O=C(Nc1ccc2oc(-c3ccccc3)nc2c1)c1cccs1	96	86	90	94	110	-10	93	-0.1
O=C(CCc1nc2ccccc2s1)c1ccccc1	95	90	96	89	94	0	102	0.2
Cc1ccc(S(=O)(=O)c2cc3c(=O)n4ccccc4nc3n(CC3CCCO3)c2=N)cc1C (configuration not stated)	100	97	98	93	91	0	92	-0.1
COc1ccc(C)cc1N(CC(=O)Nc1cccnc1)S(=O)(=O)c1ccc(C)cc1	94	108	85	96	119	5	95	-0.1
Cc1cc(C)n2c(SCCO)nnc2n1	102	102	102	106	102	-3	96	0.0
COc1ccc(OC)c(CN2CCCC(C(=O)c3ccccc3SC)C2)c1 (configuration not stated)	95	113	92	105	116	12	115	-0.1
O=C(COC(=O)Cc1cccc(C(F)(F)F)c1)NC(=O)NC1CCCC1	97	102	94	102	110	1	103	-0.3
O=C(COC(=O)c1n[nH]c(=O)c2ccccc12)c1ccc(Cl)cc1	93	97	86	88	87	2	96	0.0
Cc1cc(C)c2c(N=CN(C)C)c(C(=O)N3CCN(c4ncccn4)CC3)sc2n1	110	103	108	109	110	-3	95	-0.2
CCn1cnc2c1c(=O)n(CC(=O)N1CCc3ccccc31)c(=O)n2Cc1ccccc1	101	101	96	98	92	5	103	0.1
O=C(COc1ccc(Br)cc1)Nc1ccc([N+](=O)[O-])cn1	60[may fluoresce violet]	250*[may fluoresce violet]	?	·	97[may fluoresce violet]	-3	102	-0.1
